VP16 counter = VP16 counterscreen qHTS for inhibitors of ROR gamma transcriptional activity; Drosophila S2 Gal4-VP16 UAS-luciferase, luminescence, 20 h; Potency, µM (titrated, usually from 53.6 µM), for inactives: at the top dose activity, negative = inhibition, actives largely listed as inhibitors; 310,000 tested, 3.5% active; AID 2546, 2010;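 note: Gal4-VP16 expression switched on by copper sulfate through the metallothionein promoter; potency is the fitted concentration of half-maximal effect; % is set by controls: 0 for no effect and ±100 for the full control effect; nearly all actives have a fitted effect of over 50% in size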
p53 reactivator = qHTS assay for re-activators of p53 using a Luc reporter; H1299 p53-A138V BP100-luciferase reporter, luminescence, 24 h; Potency, µM (titrated, usually from 92.2 µM), for the others: top-dose activity change, positive = activation, hits mostly activators; 320,000 tested, 0.063% active; note: potency is the fitted concentration of half-maximal effect; % of control where 0% means no effect; nearly all actives have a fitted effect of over 45% in size
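H1299 (p53-null), stable ts p53-A138V + BP100-Luc; 1000 cells/well, Opti-MEM/10% FBS; cpd 4 pt, 1:5; 24 h, 37 deg C, 5% CO2; detection reagent 10 min RT; luminescence.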
Giardia killer = Small Molecules that selectively kill Giardia lamblia: qHTS. activity change, % at 7.66 µM, hits read low. AID 540267, 2011. Giardia lamblia trophozoite viability. 340,000 tested, 0.15% active; in the data active = activity change below about -80%; inconclusive = between about -30% and that limit;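 note: parasites exposed to compound for two days anaerobically before the ATP read; % is set by controls: 0 for no effect and ±100 for the full control effect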
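Viability, read as ATP luminescence: trophozoites at 100 cells/well, compound added, 48 hrs anaerobic at 37 deg C, then 15-30 min room-temperature development before reading.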
BRCA1 expr up = qHTS Assay to Identify Small Molecule Activators of BRCA1 Expression; MCF7-BRCA1-FFLuc reporter, luminescence, 48 h; response scale: scaled: vehicle 0%, 10 µM genistein 100%; Potency, µM (doses to about 46.1 µM), for the others: top-dose activation, hits mostly activators; 380,000 tested, 1.1% active; note: potency is the fitted concentration of half-maximal effect; nearly all actives have a fitted effect of over 80% in size; some results filed as inactive show a strong effect at the top dose
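MCF7-BRCA1-FFLuc cells, 2000/well in phenol-red-free MEM, attached 2 h then treated 48 h at 37 C. Luciferase luminescence read 15 min after reagent; normalized to genistein maximum activation (10microM) and DMSO, concentration-response fitted.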
PKM2 activator = qHTS Assay for Activators of Human Muscle isoform 2 Pyruvate Kinase. 260,000 tested, 0.34% active. Potency, µM (top dose mostly 57.5 µM), for inactives: top-dose activation, usual class: activators. AID 1631, 2009. purified PKM2, Kinase-Glo ATP luminescence, activation; response scale: 0% is enzyme alone, no compound. Pyruvate kinase PKM (Homo sapiens), P14618; note: potency is the fitted concentration of half-maximal effect; % is set by controls: 0 for no effect and ±100 for the full control effect; nearly all actives have a fitted effect of over 55% in size
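Purified hPK-M2 (>95%) run at intermediate activity with 0.1 mM ADP and 0.5 mM PEP in 50 mM imidazole pH 7.2, KCl, MgCl2; 1 h room temperature. ATP formed read by Kinase-Glo luminescence; normalized to uninhibited and no-enzyme controls.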
Menin-MLL TR inh = qHTS Assay for Inhibitors Targeting the Menin-MLL Interaction in MLL Related Leukemias: Competition With Texas Red Labeled MLL-derived Mutant Peptide. O00255. Menin + Texas Red MLL mutant peptide, fluorescence polarization. Potency, µM (highest dose often 61.6 µM), for inactives: top-dose FP activity change, negative = inhibition, actives largely listed as inhibitors. 270,000 tested, 0.23% active; active = well fitted inhibition curve with a large enough effect in the polarisation, with a control signal flat, not every such curve was filed as active; inconclusive = small, poorly fitted or top-dose-only effect, or effect the other way, or a change in a side signal; inactive = no such curve, though single readings can be large or run the other way; the % refers to the polarisation; note: potency is the fitted concentration of half-maximal effect; % of control where 0% means no effect; many of its hits are not listed in these tables
Target sequence (O00255 whole entry, looked up): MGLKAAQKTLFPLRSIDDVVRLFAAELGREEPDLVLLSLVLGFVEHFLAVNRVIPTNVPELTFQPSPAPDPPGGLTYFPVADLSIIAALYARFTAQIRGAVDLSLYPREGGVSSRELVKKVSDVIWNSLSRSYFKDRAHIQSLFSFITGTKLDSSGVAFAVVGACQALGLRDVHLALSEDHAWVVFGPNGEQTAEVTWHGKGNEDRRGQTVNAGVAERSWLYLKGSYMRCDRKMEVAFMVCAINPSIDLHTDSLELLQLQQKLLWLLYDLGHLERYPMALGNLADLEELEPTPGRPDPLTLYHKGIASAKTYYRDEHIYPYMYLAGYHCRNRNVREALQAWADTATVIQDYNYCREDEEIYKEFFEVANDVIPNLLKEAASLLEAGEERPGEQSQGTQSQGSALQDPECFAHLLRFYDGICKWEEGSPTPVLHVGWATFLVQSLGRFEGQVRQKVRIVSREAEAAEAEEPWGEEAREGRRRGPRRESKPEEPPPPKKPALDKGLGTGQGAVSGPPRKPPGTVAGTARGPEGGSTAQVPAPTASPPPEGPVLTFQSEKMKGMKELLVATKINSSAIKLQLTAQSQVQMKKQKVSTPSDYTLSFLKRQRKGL
NPC1 promoter act = qHTS Assay for NPC1 Promoter Activators | Potency, µM (titrated, usually from 9.22 µM), without a hit: top-dose activation, usual class: activators | Huh7 NPC1 promoter luciferase reporter, 24 h | 320,000 tested, 2.4% active;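 note: potency is the fitted concentration of half-maximal effect; % of control where 0% means no effect; nearly all actives have a fitted effect of over 60% in size; reporter is driven by a mutant NPC1 promoter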
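NPC1 promoter–luciferase Huh7 cells; 24 h compound; luminescence.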
RORgamma inh = qHTS for inhibitors of ROR gamma transcriptional activity; 310,000 tested, 5.4% active; AID 2551, 2010; Drosophila S2 Gal4-RORgamma UAS-luciferase reporter, 20 h; Potency, µM (top dose mostly 53.6 µM), inactives show at the highest dose activity change, negative = inhibition, usual class: inhibitors; note: potency is the fitted concentration of half-maximal effect; % is set by controls: 0 for no effect and ±100 for the full control effect; nearly all actives have a fitted effect of over 60% in size
Target sequence (P51450 whole entry, looked up, the tested form may be a part): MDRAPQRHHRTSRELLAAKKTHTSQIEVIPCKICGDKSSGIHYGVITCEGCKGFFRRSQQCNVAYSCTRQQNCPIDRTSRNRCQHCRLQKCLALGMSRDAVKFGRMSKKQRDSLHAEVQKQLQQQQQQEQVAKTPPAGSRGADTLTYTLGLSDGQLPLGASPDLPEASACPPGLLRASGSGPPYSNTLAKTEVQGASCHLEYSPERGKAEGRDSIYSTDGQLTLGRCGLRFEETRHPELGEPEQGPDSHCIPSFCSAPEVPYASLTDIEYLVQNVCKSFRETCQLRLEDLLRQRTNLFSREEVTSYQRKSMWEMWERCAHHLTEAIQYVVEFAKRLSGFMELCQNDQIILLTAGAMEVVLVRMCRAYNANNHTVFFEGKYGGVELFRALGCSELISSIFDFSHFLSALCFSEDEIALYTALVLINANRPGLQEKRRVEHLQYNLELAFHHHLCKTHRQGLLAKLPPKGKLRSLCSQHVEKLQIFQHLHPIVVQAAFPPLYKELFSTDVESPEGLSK
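Drosophila Schneider cells stably carrying a metallothionein-driven Gal4 DBD–ROR gamma fusion and a UAS-Photinus luciferase reporter were exposed to compound for 1 hr, then induced with copper sulfate (700 uM final) for 20 hr at ambient temperature before luminescence reading.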
ELG1 genotoxic = qHTS screen for small molecules that induce genotoxicity in human embryonic kidney (HEK293T) cells expressing luciferase-tagged ELG1; AID 504466, 2011; HEK293T ELG1-luciferase reporter, luminescence, 16 h; 330,000 tested, 1.3% active; Potency, µM (highest dose often 46 µM), for the others: at the top dose activity change, positive = activation, actives largely listed as activators; note: potency is the fitted concentration of half-maximal effect; % of control where 0% means no effect; nearly all actives have a fitted effect of over 60% in size
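Quantitative HTS format in 1536-well plates. HEK293T ELG1-luciferase reporter cells receive test compound and are incubated 16 hr at 37 °C, 5% CO2; ONE-Glo added, 30 min room temperature, then luminescence read.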
FLuc modulator = qHTS profiling assay for firefly luciferase inhibitor/activator using purifed enzyme and Km concentrations of substrates (counterscreen for miR-21 project); Potency, µM (highest dose often 57.5 µM), for the others: at the highest dose activity change, negative = inhibition, usual class: inhibitors; 360,000 tested, 6.9% active; purified FLuc, Km substrates, luminescence inhibition; Luciferin 4-monooxygenase (Photinus pyralis), P08659; AID 588342, 2011;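 note: potency is the fitted concentration of half-maximal effect; plate controls were vehicle for no effect and reference inhibitor for full effect; nearly all actives have a fitted effect of over 55% in size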
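Purified P. pyralis luciferase, 10 nM final, with Km-level 10 uM D-luciferin and 10 uM ATP in 50 mM Tris acetate pH 7.5, 10 mM Mg acetate, 0.01% Tween-20, 0.05% BSA; 6-point qHTS titration about 60 µM downward; luminescence read.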
Rab9 prom act = qHTS Assay for Rab9 Promoter Activators; 320,000 tested, 2.8% active; AID 485297, 2010; Potency, µM (top dose mostly 9.22 µM), inactives show top-dose activation, negative = inhibition, most hits filed as activators; Huh7 Rab9 promoter-luciferase reporter, luminescence, 24 h; note: potency is the fitted concentration of half-maximal effect; % of control where 0% means no effect; nearly all actives have a fitted effect of over 60% in size
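Cell-based reporter: Huh7 stable for Rab9 promoter-driven luciferase, plated in reduced-serum medium with 10% FBS at 1500 cells/well, compound-treated 24 h at 37 °C, luminescence read after 10 min reagent.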
The depositor's hits bear a star; ? = inconclusive; · = not tested or not shown; [ ] = dose if it differs, or a comment. Unless noted, calls come from the whole dose curve; as a rule, active = well fitted curve in the direction sought with a large enough effect; inconclusive = small, poorly fitted or top-dose-only effect, or another doubt; inactive = no such curve, though single readings can be large; an effect the other way counts as inactive or inconclusive. Not all compounds are listed; the hit share may differ from the screen's.

Values run as follows: VP16 counter | p53 reactivator | Giardia killer | BRCA1 expr up | PKM2 activator | Menin-MLL TR inh | NPC1 promoter act | RORgamma inh | ELG1 genotoxic | FLuc modulator | Rab9 prom act
1	O=C(CSc1n[nH]c(=O)n1C1CC1)c1ccc2c(c1)OCCO2
  -18.3% | 8.5% | -10.1 | 45.6% | -4.6% | · | ? | -7.5% | 15.2% | 13.5µM* | ?
2	Cc1cccc(C(=O)NNC(=O)c2c(O)c3ccccc3n(C)c2=O)c1
  -32.0% | 15.9% | 7.1 | -31.0% | 5.7% | ? | 6.5% | -25.8% | 0.0% | -10.5% | -4.7%
3	CCCn1c(SCC(=O)Nc2cccc(Cl)c2Cl)n[nH]c1=O
  11.8% | -2.6% | -4.0 | -11.8% | 3.4% | -8.9% | -6.7% | -6.2% | 6.2% | -2.0% | 18.0%
4	Cc1cc(=O)n2[nH]c(-c3cccc(Cl)c3)cc2n1
  14.2% | 11.7% | -8.4 | ? | · | ? | ? | ? | ? | 15.1µM* | ?
5	COc1ccc(S(=O)(=O)N(C)c2ccc(C(=O)NCCC(C)C)cc2)cc1
  -0.8% | -6.7% | -2.2 | -30.4% | -0.1% | · | 2.6% | 2.8% | -2.3% | 2.9% | -5.7%
6	O=c1cc(CSc2nnc(-c3ccco3)o2)c2ccccc2[nH]1
  ? | -9.4% | 2.4 | 41.6% | -4.4% | -17.8% | 0.5% | 8.4% | -2.3% | -4.9% | 11.1%
7	COC(=O)c1ccc(NC(=O)NC2CCCCC2)cc1
  5.7% | 18.1% | -1.7 | ? | -1.2% | 3.5% | ? | 8.7% | 17.1% | ? | 15.9%
8	O=C(NC(Cc1c[nH]c2ccccc12)C(=O)O)c1ccco1 (centres undefined)
  4.9% | 3.4% | 12.8 | -4.8% | -19.0% | 6.1% | 0.5% | 1.1% | 2.5% | -4.9% | -3.3%
9	O=c1[nH]c2ccccc2c2cn(-c3ccccc3)nc12
  -3.3% | 18.6% | -18.6 | 9.7% | -8.3% | -23.5% | 2.82µM* | 22.1% | ? | 13.5µM* | ?
10	COc1ccccc1N(CC(O)Cn1c(C)nc2ccccc21)S(=O)(=O)c1ccccc1 (centres undefined)
  -9.0% | -12.8% | -12.3 | -41.9% | -5.8% | -21.4% | -1.0% | 26.2%[10 µM] | -6.8% | -0.1% | -2.9%
11	COc1cccc(-n2ccnc2SCC(=O)Nc2nccs2)c1
  -2.9% | 2.7% | -0.9 | ? | -1.4% | -17.5% | 6.1% | -21.5% | 10.2% | -19.7% | 9.5%
12	CCOC(=O)c1sc(NC(=O)CCN2C(=O)c3ccccc3C2=O)c(C(=O)OCC)c1C
  0.1% | 7.6% | -8.1 | 31.4% | -2.6% | -17.5% | -5.1% | 24.2% | -1.2% | -6.6% | -1.9%
13	CCCN1CCC(=O)N([C@H](CSc2ccc(C)cc2)CC(C)C)CC1
  -12.2% | ? | 6.2 | ? | -9.8% | · | 3.98µM* | -0.3% | ? | 10.7µM* | ?
14	O=C(NCC1CCCO1)C(=O)N/N=C\c1ccc2c(c1)OCO2 (centres undefined)
  -1.0% | -7.4% | -15.5 | 32.8% | 1.6% | · | -2.6% | -5.1% | ? | ? | -0.5%
15	CSc1ccc(/C=C2/C(=N)N3N=C(CC(=O)N4CCCC4)SC3=NC2=O)cc1
  2.4% | -2.4% | -9.8 | 19.9% | · | · | 2.8% | -12.8% | 0.1% | ? | -0.2%
16	CCCCOC(=O)n1c(=S)oc2cc(Cl)ccc21
  -1.4% | 9.6% | -10.3 | 73.2% | -2.6% | -9.7% | 0.1% | 5.8% | 1.1% | 16.9µM* | -5.7%
17	O=C(NCC(c1ccco1)N1CCc2ccccc21)C(=O)Nc1ccccc1 (centres undefined)
  · | 18.2% | 7.0 | 4.5% | · | · | -5.4% | · | 2.3% | 0.0% | 1.5%
18	CC(C)CN(C(=O)COC(=O)CSc1ccc(Br)cc1)C1CCS(=O)(=O)C1 (centres undefined)
  · | -4.7% | 3.8 | -6.2% | · | · | -0.8% | · | 1.2% | -1.3% | -3.0%
19	Cc1cc(NC(=O)C(C)C)ncc1NC(=O)CCc1ccccc1
  -0.9% | 1.8% | 11.1 | 1.4% | 2.9% | -13.7% | 4.7% | -1.7% | -2.2% | 1.0% | 5.7%
20	O=C(Cn1cc[n+](CC(=O)c2ccccc2)c1)c1ccccc1
  -0.7% | 1.6% | -1.9 | 10.9% | 8.7% | ? | -6.1% | 54.5% | -4.2% | 2.7% | 0.0%
21	CCOc1cc(S(=O)(=O)N2CCCCC2)ccc1F
  -1.9% | -6.3% | -3.6 | 1.2% | -14.5% | · | 1.9% | 9.8% | 0.8% | -1.6% | 0.1%
22	O=S(=O)(NCCC1=CCCCC1)c1ccccc1Cl
  · | 15.5% | 20.7 | 1.0% | · | · | -0.5% | · | 1.8% | -3.7% | -2.3%
23	CN1CCN(C(=S)Nc2ccc([N+](=O)[O-])cc2)CC1
  -14.8% | -0.8% | 5.9 | -6.9% | -2.4% | 46.6%[activator] | 11.0% | -13.7% | 1.0% | ? | 15.0%
24	COc1ccc(NC(=O)C2C3C=CC(C3)C2C(=O)NCc2ccccn2)c(OC)c1 (centres undefined)
  0.0% | -8.6% | 30.8[activator] | -24.9% | 4.8% | -0.9% | -0.9% | -13.0% | 0.4% | 4.4% | -1.9%
25	CCOc1ccc(N(CC(=O)N2CCOCC2)S(=O)(=O)c2ccc(Cl)cc2)cc1
  18.1% | -4.3% | -10.9 | -2.2% | -1.0% | -25.1% | -1.0% | -4.9% | -0.6% | 1.1% | -3.0%
26	CCOc1nc(C)cc(COC)c1C(N)=O
  -8.4% | 2.3% | 4.6 | -0.3% | -11.2% | -0.4% | 0.5% | -11.4% | -3.2% | 0.2% | 10.6%
27	O=C(CN1C(=O)NC(c2ccccc2)(c2ccccc2)C1=O)Nc1ccc2[nH]c(=O)[nH]c2c1
  0.0% | -0.4% | -3.8 | 7.4% | -4.1% | · | -2.3% | -11.8% | -0.3% | 0.1% | -0.4%
28	COc1ccc(Cn2nc(C(=O)O)c3ccccc3c2=O)cc1F
  2.4% | -2.3% | -12.5 | -16.1% | · | · | 8.4% | 4.3% | -0.9% | -1.1% | -3.7%
29	COc1ccccc1C(=O)Nc1cc(C)c(OCC(=O)N2CCOCC2)c(C)c1
  -10.1% | 2.0% | -29.7 | -6.1% | -2.7% | · | -2.7% | -7.0% | 5.5% | ? | 11.9%
30	COc1cccc(/C=C2\CC(C)Cc3c2nc2ccccc2c3C(=O)O)c1OC (centres undefined)
  2.5% | -1.1% | 0.6 | -9.9% | -0.5% | 9.4% | ? | -4.9% | -2.8% | -9.9% | -5.3%
31	COc1ccccc1CNC(=O)COC(=O)C12CC3CC(CC(O)(C3)C1)C2
  · | 3.7% | 4.2 | -4.8% | · | · | -0.7% | · | -0.5% | -16.8% | 1.6%
32	CSCCC(NC(=O)/C(=C\c1ccco1)NC(=O)c1ccco1)C(=O)O (centres undefined)
  -15.7% | · | -1.6 | 14.4% | -3.8% | 23.3% | -6.2% | -2.0% | 2.4% | -1.3% | -4.5%
33	COc1ccc(NC(=O)C(NC(=O)OC(C)(C)C)C(C)OCc2ccccc2)cc1 (centres undefined)
  0.1% | -11.9% | -9.6 | -15.6% | -0.4% | -12.6% | 1.3% | 9.3% | -0.9% | 2.6% | 0.5%
34	OCc1nc2ccccc2n1/N=C/c1cccs1
  -6.1% | -1.2% | 2.7 | -1.7% | 1.2% | · | -4.2% | -10.3% | -4.9% | 4.3% | -1.1%
35	Cc1nnc(NC(=O)c2cccc(S(=O)(=O)N(C)c3cccc(Cl)c3)c2)s1
  · | 4.0% | 4.9 | -2.9% | · | · | -3.3% | · | -0.3% | 2.4% | -8.2%
36	CCCOc1ccc(CCC(=O)N/N=C/c2ccc([N+](=O)[O-])o2)cc1
  6.2% | 2.6% | -88.0* | -67.4% | 2.1% | · | -4.6% | -3.0% | -5.5% | 4.4% | -4.2%
